PGK inhibitor – qHTS Assay to Find Inhibitors of Phosphoglycerate Kinase | Phosphoglycerate kinase, glycosomal (Trypanosoma brucei brucei), P07378 | Potency, µM (top dose mostly 57.5 µM), inactives show at the top dose activity change, negative = inhibition, most hits filed as inhibitors | AID 602233, 2012 | PGK/GAPDH coupled, Kinase-Glo luminescence, 60 min | 380,000 tested, 0.043% active; note: potency is the fitted concentration of half-maximal effect; % is set by controls: 0 for no effect and ±100 for the full control effect; nearly all actives have a fitted effect of over 60% in size
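Luminescent ATP detection (Kinase-Glo Plus) follows a 60-minute room-temperature incubation, with wells lacking PGK as controls. Buffer: 100 mM TEA (pH 7.6), 5 mM MgCl2, 0.01% Tween-20. Coupling enzyme GAPDH (100 nM final) supplies unstable 1,3-BPG in-well.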
GLS inh – qHTS for Inhibitors of Glutaminase (GLS); Glutaminase kidney isoform, mitochondrial (Homo sapiens), O94925; GLS enzymatic activity, qHTS titration; Potency, µM (doses to about 45.5 µM), for the others: at the top dose activity change, negative = inhibition, most hits filed as inhibitors; 410,000 tested, 0.21% active; note: potency is the fitted concentration of half-maximal effect; % is set by controls: 0 for no effect and ±100 for the full control effect
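hKGA in 45 mM KH2PO4 (pH 8.2), 0.02% Tween-20 with compound, then 1mM L-Glutamine (stock as added) plus glutamate oxidase/HRP/Amplex red coupling mix. Fluorescence read initially and after 30 min at RT; signal change reflects glutamate formation.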
HP1b binding inh – HTS for Inhibitors of HP1-beta Chromodomain Interactions with Methylated Histone Tails | AlphaScreen HP1-beta / biotin-H3K9me3 peptide binding | Chromobox protein homolog 1 (Homo sapiens), P83916 | AID 540317, 2011 | 390,000 tested, 0.56% active | Potency, µM (doses to about 114 µM), for the others: at the highest dose activity change, negative = inhibition, hits mostly inhibitors; note: potency is the fitted concentration of half-maximal effect; nearly all actives have a fitted effect of over 70% in size; inactives centre near 23
Target sequence (P83916 whole entry, looked up): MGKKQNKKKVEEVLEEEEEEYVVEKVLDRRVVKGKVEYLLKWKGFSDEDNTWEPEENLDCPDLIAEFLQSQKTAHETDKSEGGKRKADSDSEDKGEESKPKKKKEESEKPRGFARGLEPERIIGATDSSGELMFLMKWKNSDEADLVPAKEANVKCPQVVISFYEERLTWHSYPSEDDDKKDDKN
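HP1-beta protein (50 nM final) preincubated 30 min at room temperature with biotinylated H3(1-18)K9me3 peptide (50 nM) in PBS pH 7.4, 0.01% Tween-20, then compound added for 30 min. AlphaScreen streptavidin donor/nickel chelate acceptor beads (10 ug/mL final), 30 min dark, luminescence read.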
TrxR1 substrate – qHTS Assay for Substrates of Mammalian Selenoprotein Thioredoxin Reductase 1 (TrxR1): qHTS | Thioredoxin reductase 1, cytoplasmic (Rattus norvegicus), O89049 | purified TrxR1 substrate turnover, NADPH consumption readout | Potency, µM (top dose mostly 114 µM), without a hit: at the highest dose activity change, negative = substrate turnover | 390,000 tested, 0.01% active | AID 588456, 2011; note: potency is the fitted concentration of half-maximal effect; % is set by controls: 0 for no effect and ±100 for the full control effect; nearly all actives have a fitted effect of over 50% in size
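Rat TrxR1, dispensed at 90 nM, was prereduced with 400 uM NADPH (final) for 5 min at ~22 deg C, then incubated with compound 15 min before 400 uM selenite. A first-read NADPH fluorescence drop versus no-compound background flagged substrates.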
USP1 inh – Inhibitors of USP1/UAF1: Primary Screen | AID 743255, 2014 | recombinant USP1/UAF1, Ub-Rhodamine cleavage fluorescence | Potency, µM (highest dose often 57.1 µM), for inactives: at the top dose activity change, negative = inhibition, usual class: inhibitors | 390,000 tested, 0.23% active; note: potency is the fitted concentration of half-maximal effect; % is set by controls: 0 for no effect and ±100 for the full control effect; nearly all actives have a fitted effect of over 60% in size; inactives centre near -12
Target sequence (O94782 whole entry, looked up): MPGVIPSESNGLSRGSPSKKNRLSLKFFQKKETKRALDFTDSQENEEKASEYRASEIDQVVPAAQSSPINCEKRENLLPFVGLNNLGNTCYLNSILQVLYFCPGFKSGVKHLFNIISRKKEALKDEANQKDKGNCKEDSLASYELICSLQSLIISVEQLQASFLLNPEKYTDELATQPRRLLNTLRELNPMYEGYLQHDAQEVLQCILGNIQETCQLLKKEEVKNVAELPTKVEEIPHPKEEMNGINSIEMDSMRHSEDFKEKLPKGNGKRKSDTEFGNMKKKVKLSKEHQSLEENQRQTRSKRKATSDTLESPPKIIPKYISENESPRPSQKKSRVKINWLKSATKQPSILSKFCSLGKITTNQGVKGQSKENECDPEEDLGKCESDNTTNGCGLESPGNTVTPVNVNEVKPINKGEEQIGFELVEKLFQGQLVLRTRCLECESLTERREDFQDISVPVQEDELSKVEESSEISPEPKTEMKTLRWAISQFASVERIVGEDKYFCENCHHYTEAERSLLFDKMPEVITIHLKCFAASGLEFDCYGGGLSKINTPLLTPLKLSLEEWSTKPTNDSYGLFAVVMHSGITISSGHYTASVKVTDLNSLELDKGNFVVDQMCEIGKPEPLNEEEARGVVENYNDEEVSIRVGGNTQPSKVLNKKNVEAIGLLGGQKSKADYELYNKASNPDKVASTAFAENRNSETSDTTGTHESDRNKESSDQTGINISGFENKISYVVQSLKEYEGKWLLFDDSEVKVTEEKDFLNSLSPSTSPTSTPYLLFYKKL
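Step one: compound is pinned into 1nM USP1/UAF1 in HEPES pH 7.8 buffer with TCEP. Step two: 15 min room-temperature incubation. Step three: Ub-Rho (150nM final) starts cleavage, tracked by fluorescence over six one-minute reads.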
Pin1 inh – qHTS Assay to Find Inhibitors of Pin1 | Peptidyl-prolyl cis-trans isomerase NIMA-interacting 1 (Homo sapiens), Q13526 | Pin1 FP peptide displacement, HiFluor488, 10 min | Potency, µM (series often up to 115 µM), for inactives: at the top dose activity, negative = inhibition, usual class: inhibitors | 390,000 tested, 0.009% active | AID 504891, 2011; active = well fitted inhibition curve with a large enough effect in the polarisation, with a control signal flat, not every such curve was filed as active; inconclusive = small, poorly fitted or top-dose-only effect, or effect the other way, or a change in a side signal; inactive = no such curve, though single readings can be large or run the other way; the % refers to the polarisation; note: potency is the fitted concentration of half-maximal effect; % is set by controls: 0 for no effect and ±100 for the full control effect
PI4K2A inh – qHTS for small molecular inhibitors of PI4K2A | Phosphatidylinositol 4-kinase type 2-alpha (Homo sapiens), Q9BTU6 | purified PI4K2A, ADP-Glo luminescence, 1 h; hits give low values | activity change, negative = inhibition, % at 76.9 µM | 420,000 tested, 0.13% active | AID 1346378, 2018; in the data active = activity change below about -50%; inconclusive = mostly about -30% to -49%;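 note: -100% = wells without enzyme as full effect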
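In this quantitative HTS, ADP production by PI4K2A was quantified luminescently after 1 h at ambient temperature; 100 microM adenosine served as plate-quality control.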
mIDH1 inhibitor – qHTS for Inhibitors of mutant isocitrate dehydrogenase 1 (IDH1): qHTS; 390,000 tested, 0.093% active; Potency, µM (highest dose often 76.6 µM), for the others: at the highest dose activity change, negative = inhibition, most hits filed as inhibitors; AID 602179, 2012; IDH1-R132H enzyme, NADPH consumption, diaphorase/resazurin fluorescence; note: potency is the fitted concentration of half-maximal effect; % is set by controls: 0 for no effect and ±100 for the full control effect; nearly all actives have a fitted effect of over 65% in size
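IDH1-R132H (0.5 ug/mL) preincubated 30 min with compound, then NADPH (0.016 mM) and alpha-KG (2 mM) added; 80 min at RT, pH 7.5. Remaining NADPH coupled via diaphorase/resazurin to fluorescence (540/590 nm); concentration-response curves normalized to no-enzyme control.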
TrxR1 inh – qHTS Assay for Inhibitors of Mammalian Selenoprotein Thioredoxin Reductase 1 (TrxR1): qHTS; recombinant rTrxR1, NADPH fluorescence consumption, selenite substrate; 390,000 tested, 1% active; Potency, µM (titrated, usually from 114 µM), for inactives: top-dose activity change, negative = inhibition, hits mostly inhibitors; Thioredoxin reductase 1, cytoplasmic (Rattus norvegicus), O89049; note: potency is the fitted concentration of half-maximal effect; % is set by controls: 0 for no effect and ±100 for the full control effect; nearly all actives have a fitted effect of over 65% in size
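Rat TrxR1 (90 nM in the dispensed reagent) was pre-reduced with 400 uM NADPH for 5 min at room temperature, then incubated with compound for 15 min. After 400 uM selenite was added, NADPH fluorescence (Ex 340/Em 450 nm) was followed for 8 min.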
An asterisk follows results filed as active; i = inactive; ? = inconclusive; / = no result given; & = joins results of further samples; [ ] = dose if it differs, or a comment. Unless noted, calls come from the whole dose curve; as a rule, active = well fitted curve in the direction sought with a large enough effect; inconclusive = small, poorly fitted or top-dose-only effect, or another doubt; inactive = no such curve, though single readings can be large; an effect the other way counts as inactive or inconclusive. These rows are one share of the data; count on the stated rates, not on these rows.

SMILES	PGK inhibitor	GLS inh	HP1b binding inh	TrxR1 substrate	USP1 inh	Pin1 inh	PI4K2A inh	mIDH1 inhibitor	TrxR1 inh
O=C(CN1c2cccc3cccc(c23)S1(=O)=O)Nc1ccc(F)c(F)c1F	-4%	-5%	23%	21%	?	8%	7	2%	23%
CCCCC1=CC2=C(c3ccco3)C(=O)C(C)(OC(=O)c3ccc(OC)cc3)C(=O)C2=CN1Cc1ccccc1 (centres undefined)	-8%	22%	15%	-5%	?	?	-9	3%[38.3 µM]	45µM*
CC(NC(=O)CCc1cn(Cc2ccccc2Cl)c2ccccc12)c1ccccc1 (centres undefined)	-7%	-1%	27%	1%	-20%	11%	3	0%	5%
O=C(Nc1cccc(S(=O)(=O)NC2=NCCC2)c1)c1ccc(F)cc1	-2%	2%	30%	-7%	-14%	3%	4	11%	8%
CC1=CC2=NC(=O)C(c3ccccc3)C(=O)N2C=C1 (centres undefined)	-2%	5%	10%[57 µM]	-3%[2.29 µM]	?	-3%	-1	1%	-5%[2.29 µM]
O=C(C1CCN(C2CCN(Cc3ccc4c(c3)CCO4)CC2)CC1)N1CCOCC1	4%	-9%	26%	1%	-2%	-1%	-1	-1%	0%
C=C(C)c1cccc(C(C)(C)NC(=O)NC(c2ccccc2)c2ccc(OC)cc2)c1 (centres undefined)	1%	7%	23%	-3%	-8%	-1%	3	0%	13%[0.0914 µM]
CN(C)C(=O)N1CCc2ccc([N+](=O)[O-])cc21	5%	-2%	/	/	-28%	/	-4	0%	/
Cc1cccc(NC(=O)CSc2nnc(CNC(=O)c3ccc(S(=O)(=O)N(C)C)cc3)n2-c2cccc(C)c2)c1	-5%	-2%	30%	-9%	1%	10%	3	3%	-13%
CCc1ccc2[nH]c(=O)c(CN(Cc3ccccc3OC)Cc3nnnn3Cc3ccco3)cc2c1	i	-5%	-4%	0%	-27%	53%[activator]	1	-3%	-19%
CC1CCN(S(=O)(=O)c2cc(C(=O)N3CCN(c4ncccn4)CC3)ccc2Br)CC1	0%	17%	15%	-16%	-2%	?	5	3%	-7%
CCCCCCCCOc1ccc(C(=O)O)cc1	0%	10%	36%[activator]	-3%	-25%	-3%	-4	-16%	-3%
CCOc1ccc(OCC)c(NS(=O)(=O)c2c(C(=O)N3CCCCCC3)c(C)n(C)c2C)c1	10%	18%	12%	-1%[57.1 µM]	-18%	3%	-2	2%	18%[57.1 µM]
Cc1ccccc1S(=O)(=O)Cc1ccc(C(=O)NC2CCC(C)CC2)o1 (centres undefined)	-2%&-2%	1%&-12%	6%&51%	7%[57.1 µM]	-16%&-29%	-5%&-3%	-1&5	8%&3%	13%[57.1 µM]
CSCCC(NC(=O)COc1ccccc1)C(=O)N1CCN(c2ccccc2)CC1 (centres undefined)	1%	14%	-7%	-6%	-6%	6%	0	1%	-2%
CCCCC(=O)Nc1ccc(NC(=O)c2ccccc2OC)cn1	i	-22%	1%	-7%	2%	4%	1	-3%	-5%
COc1ccccc1/C=N/NC(=O)c1cccc(NC(=O)c2ccccc2Cl)c1	-1%	0%	9%	-4%	-11%	2%	1	0%	25%[57.1 µM]
Fc1ccccc1CNCc1ccc2c(c1)OCO2	-8%	5%	44%[activator]	-5%	-19%	-1%	-3	-1%	4%
CCCn1c2ccc(C)cc2c2n[nH]c(=S)nc21	-6%	2%	26%	2%	-11%	-8%	-1	12%	-5%
Cc1ncc(CN2CCC(C(=O)Nc3cccc(-c4cscn4)c3)CC2)cn1	i	4%	22%	2%	-21%	3%	11	4%	11%
CCOC(=O)C1CCN(C(=O)CNS(=O)(=O)c2ccc(Br)s2)CC1	5%	-14%	24%	0%	-10%	2%	2	-1%	-1%
Nc1nc(NCC(=O)O)nc(NCc2ccccc2)c1[N+](=O)[O-]	-3%	0%	14%[57 µM]	-13%	-6%	?	5	-1%	-7%
Cc1ccccc1N1CCN(c2ccccc2NC(=O)/C=C\C(=O)O)CC1	-7%	14%	25%	9%	?	?	2	6%	?
COc1ccc(OC)c(CN2CCCC(CO)C2)c1 (centres undefined)	-10%[11.5 µM]	2%	18%	5%	-23%	-4%	0	3%	39%[activator]
CCCCn1c(N)c(N(CC)C(=O)c2ccco2)c(=O)[nH]c1=O	-8%	0%	24%	3%	-25%	1%	-3	-5%	19%
The listing continues:
SMILES	PGK inhibitor	GLS inh	HP1b binding inh	TrxR1 substrate	USP1 inh	Pin1 inh	PI4K2A inh	mIDH1 inhibitor	TrxR1 inh
Cc1ccc(C)c(NC(=O)c2cccc(Oc3ccc([N+](=O)[O-])cc3Cl)c2)c1	-10%	-4%	19%	-7%	-12%	7%	-3	-10%	8%
Nc1nnc(N2CCc3ccccc32)s1	3%	3%	39%	1%	-24%	0%	-3	-3%	0%
CC(C)N1CC2(c3ccccc3)CN(C(C)C)CC(c3ccccc3)(C1)C2=O	-1%	9%	17%	-5%	1%	-3%	16	0%	-2%
c1cnc2c(OCc3cn4cccnc4n3)cccc2c1	-17%	4%	5%	22%	-12%	-3%	-10	7%	16%[2.29 µM]
O=C(CN1CCC(C(O)(c2ccccc2)c2ccccc2)CC1)Nc1cc(Cl)ccc1Cl	4%	2%	39%	-6%	-13%	16%	-3	2%	11%
O=C(CN1C(=O)C2C3C=CC(C3)C2C1=O)Nc1nc(SCc2ccc(Cl)cc2)n[nH]1 (centres undefined)	0%	10%	19%	-2%	0%	8%	-1	0%	10%
COc1ccc(N2CCN(C(=O)c3ccc(NS(=O)(=O)c4ccc(F)cc4)cc3)CC2)cc1	i	43%[activator]	?	-5%	-12%	1%	-3	6%	-9%
Cc1cc(Nc2ccccc2)nc(-c2ccccc2O)n1	-2%	-10%	118%[activator]	2%[57.1 µM]	-25%	1%	-3	4%	19%[57.1 µM]
O=S(NC1CCCCC1)C12CC3CC(CC(C3)C1)C2 (centres undefined)	-10%	0%	28%	3%	5%	-3%	-6	10%	8%
O=C(c1cnn2c(C(F)F)cc(-c3ccccc3)nc12)N1CCSCC1	-8%	3%	14%	3%	4%	1%	0	19%	3%
CCN1CCN(S(=O)(=O)c2cccc3nsnc23)CC1	-8%	1%	17%	6%	-17%	-3%	-8	1%	3%
COc1ccc(NC(=O)c2sc3nc(C)c(C(=O)Nc4ccc(C)cc4C)c(-c4ccc(C)o4)c3c2N)cc1	1%	5%	26%	-8%	?	?	2	-4%	-2%
Cc1nn(Cc2ccccc2)c(Cl)c1C(=O)OCc1nnc(-c2ccccc2)o1	-6%	-19%	61%[activator]	-5%	-15%	13%	4	1%	-5%
CCC(=O)Nc1cc(Cl)ccc1C(=O)O	-8%	-11%	26%	10%	-9%	-3%	-4	-1%	13%
Cc1c(Cl)c([N+](=O)[O-])nn1CC(=O)NC12CC3CC(CC(C3)C1)C2	-5%	0%	20%	4%[57.1 µM]	-10%	5%	-3	10%	-5%[57.1 µM]
COCCCNC(=O)/C=C/c1ccc(Cl)cc1	-5%	5%	-4%	9%	-15%	0%	-2	3%	21%
Cc1cc(C)c2c(N)c(C(=O)c3ccccc3)sc2n1	-8%	7%	82%[activator]	6%	-11%	?	-11	17%	10%
CCCCn1c(SCc2nc(N)nc(N3CCCCC3)n2)nc2c1c(=O)n(C)c(=O)n2C	i	0%	21%	-11%	-11%	0%	3	2%	-14%
O=C(Nc1ccc(S(=O)(=O)Nc2nccs2)cc1)c1c(F)c(F)c(F)c(F)c1F	-4%	-5%	14%	-11%	-20%	-2%	1	6%	-19%
COc1ccc(C(CCN(Cc2ccc(OC)c(OC)c2)C(=O)CCl)c2ccccc2)cc1 (centres undefined)	-4%	-1%	20%	0%	-27%	23%	16	37µM*	?
CN1CCN(C(=O)CN(Cc2ccccc2)S(C)(=O)=O)CC1	-1%	2%	7%	0%	0%	4%	-4	5%	7%
CC(=O)Nc1ccc(C(=O)/C=C/c2ccc[nH]2)cc1	-4%	0%	1%	11%[57.1 µM]	-2%	29%	0	7%	20%[11.4 µM]
Cn1c(/C(C#N)=C/C2CC=CCC2)nc2ccccc21 (centres undefined)	-9%[11.5 µM]	-1%	46%[activator]	6%	1%	-4%	-2	-1%	-10%
CSCC(C)N1CCC(N2CCC(C(=O)NCc3ccccn3)CC2)CC1 (centres undefined)	1%	-2%	31%	3%	-10%	-14%	3	-10%	0%
Cc1cc(S(=O)(=O)Nc2cc3c(cc2N2CCOCC2)n(C)c(=O)c(=O)n3C)ccc1F	-14%	14%	-17%	1%[57.1 µM]	-21%	2%	0	9%	4%[57.1 µM]

High-throughput results deposited in PubChem BioAssay by National Center for Advancing Translational Sciences (NCATS).
